ABHD5-PLIN5 inh: ABHD5-PLIN5 interaction inhibitors, primary screen, cell lysate, split luciferase complementation, luminescence; Perilipin-5 (Homo sapiens) + 1-acylglycerol-3-phosphate O-acyltransferase ABHD5 (Homo …; Split G. princeps luciferase complementation, 4 h; inhibition, % at 4 µM; 360,000 tested, 0.78% active;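 active means inhibition above the mean inhibition across every tested compound plus 3 SD, cut at about 22% in these data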;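 further: 0% = DMSO only wells and the 100% control is not disclosed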
NOD2 RIPK2 PPI: NOD2-RIPK2 binding disruptors in cells, primary screen, fluorescence, CHO cells, BLA complementation. AID 624267, 2012. Receptor-interacting serine/threonine-protein kinase 2 (Homo sapiens), O43353. inhibition, % at 4.98 µM. 360,000 tested, 0.38% active. CCF4 ratio; in the data active means inhibition above about 21%;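 further: 0% = vehicle only and 100% = reference blocker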
NCOA3 inh: SRC3 coactivator transcriptional activity inhibitors, primary screen, cell-based, luminescence. HEK293 GAL4-SRC3 luciferase reporter. Nuclear receptor coactivator 3 (Homo sapiens), Q9Y6Q9. AID 588352, 2011. 360,000 tested, 0.17% active. inhibition, % at 3.6 µM;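 active means inhibition above a per-campaign cutoff, the mean of all compounds plus 3 SD, cut at about 60% in these data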;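 further: 0% = DMSO-treated cells and 100% = gossypol-treated cells at 36 µM; higher means less SRC3-driven luciferase light from the GAL4 reporter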
NR5A2 inv ag: LRH-1 (NR5A2) inverse agonists, primary screen, cell-based, luminescence, HEK293T, StAR-luciferase reporter; Nuclear receptor subfamily 5 group A member 2 (Homo sapiens), O00482; LRH-1 transfected, 24 h; inhibition, % at 3.6 µM; 360,000 tested, 0.13% active;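 active means inhibition above the mean inhibition of all tested compounds plus 3 SD, cut at about 73% in these data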;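 further: 0% = DMSO wells and 100% = reporter-only cells lacking LRH-1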
NCOA1 inh: SRC1 coactivator transcriptional activity inhibitors, primary screen, cell-based, luminescence. 360,000 tested, 0.12% active. inhibition, % at 3.6 µM. HEK293 GAL4-SRC1 luciferase reporter. Nuclear receptor coactivator 1 (Homo sapiens), Q15788;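 active means inhibition above the campaign mean plus 3 SD, with each screening campaign given its own cutoff, cut at about 60% in these data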;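 further: 0% = DMSO treated cells and 100% = gossypol at 36 µM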
TLR9-MyD88 block: inhibitors of TLR9-MyD88 association in cells, primary screen, cell-based, CHO, BLA complementation, fluorescence; Toll-like receptor 9 (Homo sapiens) + Myeloid differentiation primary response protein …; CCF4 FRET ratio; inhibition, % at 4.98 µM; 340,000 tested, 0.21% active; AID 504734, 2011;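 active means inhibition above the mean over all tested compounds plus 3 SD, cut at about 21% in these data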;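 further: 0% = DMSO only wells and 100% = clavulanate BLA inhibitor control wells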
Target sequence (Q99836 whole entry, looked up): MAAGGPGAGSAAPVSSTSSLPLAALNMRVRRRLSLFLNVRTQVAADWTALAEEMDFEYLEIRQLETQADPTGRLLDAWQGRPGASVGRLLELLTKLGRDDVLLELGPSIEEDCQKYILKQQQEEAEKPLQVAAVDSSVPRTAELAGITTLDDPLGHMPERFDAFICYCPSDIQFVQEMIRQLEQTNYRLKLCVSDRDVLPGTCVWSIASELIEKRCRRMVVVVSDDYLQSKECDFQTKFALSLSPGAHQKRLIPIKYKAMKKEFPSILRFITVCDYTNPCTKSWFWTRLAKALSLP
Target sequence (Q9NR96 whole entry, looked up): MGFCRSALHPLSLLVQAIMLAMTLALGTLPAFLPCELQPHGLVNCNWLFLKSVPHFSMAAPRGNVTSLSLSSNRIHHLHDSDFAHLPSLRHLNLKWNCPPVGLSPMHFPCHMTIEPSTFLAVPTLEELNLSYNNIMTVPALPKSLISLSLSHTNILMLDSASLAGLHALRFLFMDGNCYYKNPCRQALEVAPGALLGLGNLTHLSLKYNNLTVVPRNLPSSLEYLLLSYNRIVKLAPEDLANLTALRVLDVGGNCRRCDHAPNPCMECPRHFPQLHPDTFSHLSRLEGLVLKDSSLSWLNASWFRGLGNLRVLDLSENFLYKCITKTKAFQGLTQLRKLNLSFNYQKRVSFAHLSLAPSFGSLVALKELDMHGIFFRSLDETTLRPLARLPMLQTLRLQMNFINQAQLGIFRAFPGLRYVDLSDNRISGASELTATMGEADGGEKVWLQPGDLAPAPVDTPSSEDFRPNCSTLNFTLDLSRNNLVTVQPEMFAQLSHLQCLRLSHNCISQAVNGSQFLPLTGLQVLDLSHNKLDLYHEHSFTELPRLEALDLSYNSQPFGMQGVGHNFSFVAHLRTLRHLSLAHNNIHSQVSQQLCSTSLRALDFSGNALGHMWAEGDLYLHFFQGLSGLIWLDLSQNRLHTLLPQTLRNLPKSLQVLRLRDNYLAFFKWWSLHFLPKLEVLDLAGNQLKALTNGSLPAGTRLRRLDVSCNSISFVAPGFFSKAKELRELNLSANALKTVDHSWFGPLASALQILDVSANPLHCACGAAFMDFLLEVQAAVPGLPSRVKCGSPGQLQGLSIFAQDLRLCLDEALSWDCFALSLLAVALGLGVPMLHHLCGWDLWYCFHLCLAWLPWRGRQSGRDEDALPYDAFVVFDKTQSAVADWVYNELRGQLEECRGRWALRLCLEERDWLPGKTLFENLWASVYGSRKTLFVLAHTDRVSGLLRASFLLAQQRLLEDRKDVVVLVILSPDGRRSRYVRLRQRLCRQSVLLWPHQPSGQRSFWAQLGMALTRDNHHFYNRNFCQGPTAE
TWEAK Fn14 block: inhibitors of TWEAK-Fn14 signaling, primary screen, luciferase reporter cells, uHTS | TWEAK-stimulated Fn14 reporter cells, luciferase luminescence, 8 h | inhibition, % at 10 µM | 360,000 tested, 2% active | AID 1159606, 2016; in the data active means inhibition above about 50%
NCOA2 inhibitor: inhibition of GAL4-SRC2 driven luciferase reporter, primary screen, SRC2 inhibitor project, cell-based, luminescence. HEK293 GAL4-SRC2 luciferase reporter. Nuclear receptor coactivator 2 (Homo sapiens), Q15596. 370,000 tested, 0.17% active. inhibition, % at 9 µM. AID 651957, 2012;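 active means inhibition above the mean inhibition of all tested compounds plus 3 SD, set per campaign, cut at about 52% in these data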;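 further: 0% = DMSO treated cells and 100% = cells given Gossypol at 36 µM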
TROY signal inh: inhibitors of TROY-driven NF-kB signaling, primary screen, Q293 LMP1-TROYcd cells, NF-kB luciferase, uHTS; Q293 LMP1-TROYcd NF-kB luciferase reporter, 4 h; inhibition, % at 10 µM; 360,000 tested, 0.98% active; AID 1347056, 2019;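 active means compounds whose plate-normalised and pattern-corrected inhibition of the luciferase reporter signal at the single screening dose is 50% or more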
Granule exo inh: LAMP-1 surface exposure blockers, TALL-104 cells – cell-based, flow cytometry, MLPCN library, primary screen; TALL-104 LAMP-1 surface exposure; cells stimulated with thapsigargin and PMA; inhibition, % at 10 µM; 360,000 tested, 0.66% active;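 active means inhibition above about 55%, limit read from the data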
COUP-TFII inh: NR2F2 transcriptional activity inhibitors, primary screen, cell-based, luciferase reporter, HEK293T, luminescence; COUP transcription factor 2 (Homo sapiens), P24468; HEK293T NGFI-A luciferase reporter; inhibition, % at 8.6 µM; 370,000 tested, 0.7% active; AID 686940, 2013;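 active means inhibition above a per-plate cutoff, mean inhibition of test wells between control levels plus 3 SD, cut at about 38% in these data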;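 further: cells cotransfected with COUP-TFII expression vector driving the NGFI-A reporter; 0% = median of COUP-TF2 test wells and 100% = reporter-only cells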
Numbers without * were called inactive.

What do the screens show for `CCN(C(=O)CN1C(=O)COc2ccc(S(=O)(=O)N3CCCCCC3)cc21)c1cccc(C)c1`?
ABHD5-PLIN5 inh: 3; NOD2 RIPK2 PPI: 0; NCOA3 inh: 16; NR5A2 inv ag: -24; NCOA1 inh: 12; TLR9-MyD88 block: 3; TWEAK Fn14 block: 4; NCOA2 inhibitor: 3; TROY signal inh: -17; Granule exo inh: -2; COUP-TFII inh: -5

Results for Cn1ncc([N+](=O)[O-])c1C(=O)N/N=C/c1c[nH]c2ccccc12 ?
ABHD5-PLIN5 inh: 11; NOD2 RIPK2 PPI: -7; NCOA3 inh: 6; NR5A2 inv ag: 17; NCOA1 inh: 8; TLR9-MyD88 block: -2; TWEAK Fn14 block: 17; NCOA2 inhibitor: 17; TROY signal inh: -10; Granule exo inh: -2; COUP-TFII inh: 1

Results for CCCCc1ccc(NC(=O)CSC2=C(C#N)C(c3ccco3)C3=C(CCCC3=O)N2)cc1 (stereo unspecified) ?
ABHD5-PLIN5 inh: 1; NOD2 RIPK2 PPI: -7; NCOA3 inh: 17; NR5A2 inv ag: -1; NCOA1 inh: -26; TLR9-MyD88 block: 4; TWEAK Fn14 block: 31; NCOA2 inhibitor: 7; TROY signal inh: -3; Granule exo inh: 5; COUP-TFII inh: 12

Results for COc1ccc(Cl)cc1C(=O)NCc1ccc2c(c1)OCO2 ?
ABHD5-PLIN5 inh: -3; NOD2 RIPK2 PPI: -8; NCOA3 inh: 12; NR5A2 inv ag: 1; NCOA1 inh: -8; TLR9-MyD88 block: 16; TWEAK Fn14 block: -9; NCOA2 inhibitor: -19; TROY signal inh: -15; Granule exo inh: -2; COUP-TFII inh: 22

How did CCC(=O)Nc1ccc(OCC2CCCO2)cc1 (stereo unspecified) do in these assays?
ABHD5-PLIN5 inh: 5; NOD2 RIPK2 PPI: -5; NCOA3 inh: 6; NR5A2 inv ag: 6; NCOA1 inh: -10; TLR9-MyD88 block: -16; TWEAK Fn14 block: 2; NCOA2 inhibitor: -20; TROY signal inh: 6; Granule exo inh: -11; COUP-TFII inh: -4

Results for O=C(COc1ccc(Cl)cc1Cl)NN1C(=O)/C(=C\c2ccc(Cl)cc2)SC1=S ?
ABHD5-PLIN5 inh: -5; NOD2 RIPK2 PPI: 1; NCOA3 inh: -12; NR5A2 inv ag: -10; NCOA1 inh: -10; TLR9-MyD88 block: -10; TWEAK Fn14 block: -13; NCOA2 inhibitor: -13; TROY signal inh: 11; Granule exo inh: -1; COUP-TFII inh: -1

Results for CCOC(=O)c1oc2cc(O)ccc2c(=O)c1-c1ccccc1OC ?
ABHD5-PLIN5 inh: -8; NOD2 RIPK2 PPI: 3; NCOA3 inh: 4; NR5A2 inv ag: 9; NCOA1 inh: 9; TLR9-MyD88 block: 4; TWEAK Fn14 block: 9; NCOA2 inhibitor: -20; TROY signal inh: 21; Granule exo inh: 4; COUP-TFII inh: 7

Results for COc1ccc(C(=O)OCc2c(-c3cccc(OC)c3)ncc3ccccc23)cc1 ?
ABHD5-PLIN5 inh: 0; NOD2 RIPK2 PPI: 5; NCOA3 inh: -16; NR5A2 inv ag: -6; NCOA1 inh: -35; TLR9-MyD88 block: 7; TWEAK Fn14 block: -35; NCOA2 inhibitor: -10; TROY signal inh: -9; Granule exo inh: -5; COUP-TFII inh: -17

What do the screens show for `C[C@@H]1CCCCO[C@@H](CN(C)C(=O)Nc2ccc3c(c2)OCO3)[C@@H](C)CN([C@H](C)CO)C(=O)c2cc(N(C)C)ccc2O1`?
ABHD5-PLIN5 inh: -3; NOD2 RIPK2 PPI: 3; NCOA3 inh: 11; NR5A2 inv ag: 8; NCOA1 inh: -2; TLR9-MyD88 block: 0; TWEAK Fn14 block: 2; NCOA2 inhibitor: 11; TROY signal inh: -10; Granule exo inh: -2; COUP-TFII inh: 4

What do the screens show for `O=C(c1ccc(S(=O)(=O)N2CCCC2)cc1)N(c1ccc(F)cc1)C1C=CS(=O)(=O)C1` (stereo unspecified)?
ABHD5-PLIN5 inh: 2; NOD2 RIPK2 PPI: 2; NCOA3 inh: -8; NR5A2 inv ag: -12; NCOA1 inh: -19; TLR9-MyD88 block: -8; TWEAK Fn14 block: -6; NCOA2 inhibitor: -31; TROY signal inh: 2; Granule exo inh: -2; COUP-TFII inh: 5

What do the screens show for `CC(=O)Nc1ccc(NC(=O)C(C)OC(=O)c2cccc(S(=O)(=O)N3CCCC3)c2)cc1` (stereo unspecified)?
ABHD5-PLIN5 inh: -2; NOD2 RIPK2 PPI: -4; NCOA3 inh: 8; NR5A2 inv ag: -11; NCOA1 inh: 10; TLR9-MyD88 block: -6; TWEAK Fn14 block: -9; NCOA2 inhibitor: 11; TROY signal inh: -1; Granule exo inh: 5; COUP-TFII inh: 7

How did Cc1ccccc1NC(=O)C(c1ccccc1)C1CCCC1 (stereo unspecified) do in these assays?
ABHD5-PLIN5 inh: -7; NOD2 RIPK2 PPI: -8; NCOA3 inh: 13; NR5A2 inv ag: -12; NCOA1 inh: 2; TLR9-MyD88 block: 0; TWEAK Fn14 block: -14; NCOA2 inhibitor: 12; TROY signal inh: 11; Granule exo inh: 0; COUP-TFII inh: 18

Results for COc1cccc(NC(=O)CSc2nnc(Cc3cccn3C)n2-c2ccc(F)cc2)c1 ?
ABHD5-PLIN5 inh: 0; NOD2 RIPK2 PPI: -12; NCOA3 inh: 0; NR5A2 inv ag: 1; NCOA1 inh: -8; TLR9-MyD88 block: -2; TWEAK Fn14 block: 4; NCOA2 inhibitor: 8; TROY signal inh: 0; Granule exo inh: -1; COUP-TFII inh: -16

Results for CCn1c2ccccc2c2nnc(SCC(=O)N(C)C3CCS(=O)(=O)C3)nc21 (stereo unspecified) ?
ABHD5-PLIN5 inh: -2; NOD2 RIPK2 PPI: -3; NCOA3 inh: -1; NR5A2 inv ag: 16; NCOA1 inh: 11; TLR9-MyD88 block: -7; TWEAK Fn14 block: -9; NCOA2 inhibitor: 1; TROY signal inh: 13; Granule exo inh: -2; COUP-TFII inh: 7

What do the screens show for `CSc1cccc(NC(=S)N(CCN(C)C)C(C)c2ccccn2)c1` (stereo unspecified)?
ABHD5-PLIN5 inh: 1; NOD2 RIPK2 PPI: -12; NCOA3 inh: 16; NR5A2 inv ag: -1; NCOA1 inh: 5; TLR9-MyD88 block: 13; TWEAK Fn14 block: 6; NCOA2 inhibitor: -35; TROY signal inh: -1; Granule exo inh: -3; COUP-TFII inh: 1

How did CN1CCN(c2ccc(CNC[C@H]3O[C@@H](n4cnc5c(=O)[nH]c(N)nc54)[C@H](O)[C@@H]3O)c(F)c2)CC1 do in these assays?
ABHD5-PLIN5 inh: 15; NOD2 RIPK2 PPI: -1; NCOA3 inh: 8; NR5A2 inv ag: 11; NCOA1 inh: 18; TWEAK Fn14 block: 1; NCOA2 inhibitor: 32; TROY signal inh: 4; Granule exo inh: 12; COUP-TFII inh: -28

Results for CC(OC(=O)Cc1c[nH]c2ccccc12)C(=O)Nc1ccccc1[N+](=O)[O-] (stereo unspecified) ?
ABHD5-PLIN5 inh: -1; NOD2 RIPK2 PPI: 2; NCOA3 inh: -7; NR5A2 inv ag: 20; NCOA1 inh: 0; TLR9-MyD88 block: -3; TWEAK Fn14 block: -18; NCOA2 inhibitor: 1; TROY signal inh: -9; Granule exo inh: 26; COUP-TFII inh: -5

How did Cc1nc(OCC(C)C)c2sc3nc4c(cc3c2n1)COC(C)(C)C4 do in these assays?
ABHD5-PLIN5 inh: -1; NOD2 RIPK2 PPI: -6; NCOA3 inh: -64; NR5A2 inv ag: -109; NCOA1 inh: -56; TWEAK Fn14 block: -2; NCOA2 inhibitor: -25; TROY signal inh: -26; Granule exo inh: 11; COUP-TFII inh: -31

How did O=C1NC(=Nc2ccccc2)S/C1=C\C=C\c1ccco1 do in these assays?
ABHD5-PLIN5 inh: 25*; NOD2 RIPK2 PPI: -11; NCOA3 inh: -36; NR5A2 inv ag: -15; NCOA1 inh: -29; TLR9-MyD88 block: 4; TWEAK Fn14 block: 6; NCOA2 inhibitor: -67; TROY signal inh: -3; Granule exo inh: -2; COUP-TFII inh: -16

Results for Cc1cc(C(=O)NC2CCCc3c2cnn3-c2ccc(C(C)(C)C)cc2)n[nH]1 (stereo unspecified) ?
ABHD5-PLIN5 inh: -3; NOD2 RIPK2 PPI: 6; NCOA3 inh: 16; NR5A2 inv ag: 23; NCOA1 inh: -12; TLR9-MyD88 block: -7; TWEAK Fn14 block: 14; NCOA2 inhibitor: 17; TROY signal inh: 23; Granule exo inh: 9; COUP-TFII inh: 3

Results for CC(C)(C)NC(=O)NC(=O)CSc1nnc(-c2ccccc2F)n1N ?
ABHD5-PLIN5 inh: -6; NOD2 RIPK2 PPI: -12; NCOA3 inh: -13; NR5A2 inv ag: 7; NCOA1 inh: 5; TLR9-MyD88 block: 4; TWEAK Fn14 block: 4; NCOA2 inhibitor: 2; TROY signal inh: 7; Granule exo inh: 1; COUP-TFII inh: 8

How did O=C(NCCc1nnc2ccc(N3CCCCCC3)nn12)c1ccccc1 do in these assays?
ABHD5-PLIN5 inh: 0; NOD2 RIPK2 PPI: -6; NCOA3 inh: -5; NR5A2 inv ag: -14; NCOA1 inh: -16; TLR9-MyD88 block: -6; TWEAK Fn14 block: -4; NCOA2 inhibitor: 15; TROY signal inh: -3; Granule exo inh: -1; COUP-TFII inh: 1

Results for Cc1ccnc(NC(=O)Cn2ccc([N+](=O)[O-])n2)c1 ?
ABHD5-PLIN5 inh: 4; NOD2 RIPK2 PPI: -3; NCOA3 inh: 11; NR5A2 inv ag: -31; NCOA1 inh: 1; TLR9-MyD88 block: -2; TWEAK Fn14 block: 9; NCOA2 inhibitor: -5; TROY signal inh: 3; Granule exo inh: -6; COUP-TFII inh: 10

What do the screens show for `CS(=O)(=O)N(Cc1ccccc1)c1ccccc1C(=O)Nc1ccccc1C(=O)NCc1ccco1`?
ABHD5-PLIN5 inh: -6; NOD2 RIPK2 PPI: -13; NCOA3 inh: 5; NR5A2 inv ag: -14; NCOA1 inh: 15; TLR9-MyD88 block: -4; TWEAK Fn14 block: 19; NCOA2 inhibitor: 3; TROY signal inh: 1; Granule exo inh: 27; COUP-TFII inh: -4

From PubChem BioAssay

Not all compounds are listed; the hit share may differ from the screen's.
